# Screening data: PubChem, National Center for Advancing Translational Sciences (NCATS)
# POLI inh – blocks human DNA polymerase iota activity | Q9UNA4 | AID 588590 | Potency, µM (highest dose often 115 µM), for the others: at the highest dose activity, negative = inhibition, hits mostly inhibitors | 1% of 390,000 active | Pol iota fluorescent replication assay, 10 min; further: potency means the concentration at half of the fitted maximal effect
#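 Pol iota at 10 nM preincubated 15 min with compounds at room temperature; reaction started with fluorescent substrate, 50 nM final. Fluorescence read kinetically at 0 and 10 min; buffer-only wells as negative control.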
# APEX1 inh – inhibitors of human APE1 endonuclease; P27695; recombinant APE1, TAMRA/BHQ-2 abasic DNA cleavage fluorescence; Potency, µM (highest dose often 65.8 µM), for inactives: at the highest dose activity change, negative = inhibition, usual class: inhibitors; 0.35% of 350,000 active;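 further: potency means the concentration at half of the fitted maximal effect; plate controls were vehicle for no effect and reference inhibitor for full effect; nearly all actives have a fitted effect of over 55% in size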
# Target sequence (P27695 whole entry, looked up): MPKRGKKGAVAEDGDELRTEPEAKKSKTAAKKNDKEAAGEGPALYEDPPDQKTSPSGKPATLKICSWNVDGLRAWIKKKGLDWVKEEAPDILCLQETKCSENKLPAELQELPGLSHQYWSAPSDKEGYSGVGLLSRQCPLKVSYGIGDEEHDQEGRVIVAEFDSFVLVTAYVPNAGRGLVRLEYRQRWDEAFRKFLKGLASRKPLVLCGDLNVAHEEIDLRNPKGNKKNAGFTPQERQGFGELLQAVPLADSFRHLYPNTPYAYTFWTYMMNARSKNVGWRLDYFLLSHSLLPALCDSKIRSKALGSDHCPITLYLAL
#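 Endonuclease cleavage of a quenched abasic-site DNA duplex (50 nM) by APE1 (0.75 nM) was tracked by TAMRA dequenching. Compounds were preincubated with enzyme 15 min at room temperature; data normalized to buffer-only and DMSO wells plus NSC13755 control.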
# ERG-DNA inh – ERG Ets/DNA interaction inhibition; P11308; fluorescence polarization, His-ERG Ets domain / labelled DNA; Potency, µM (doses to about 76.9 µM), for the others: at the top dose FP activity, negative = inhibition, most hits filed as inhibitors; 0.028% of 370,000 active; active means well fitted inhibition curve with a large enough effect in the polarisation, with a control signal flat; inconclusive means small, poorly fitted or top-dose-only effect, or effect the other way, or a change in a side signal; inactive means no such curve, though single readings can be large or run the other way; the % refers to the polarisation;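 further: polarization taken with two DNA probes labelled with fluorescein and Texas red; potency means the concentration at half of the fitted maximal effect; % of control where 0% means no effect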
# Target sequence (P11308 whole entry, looked up, the tested form may be a part): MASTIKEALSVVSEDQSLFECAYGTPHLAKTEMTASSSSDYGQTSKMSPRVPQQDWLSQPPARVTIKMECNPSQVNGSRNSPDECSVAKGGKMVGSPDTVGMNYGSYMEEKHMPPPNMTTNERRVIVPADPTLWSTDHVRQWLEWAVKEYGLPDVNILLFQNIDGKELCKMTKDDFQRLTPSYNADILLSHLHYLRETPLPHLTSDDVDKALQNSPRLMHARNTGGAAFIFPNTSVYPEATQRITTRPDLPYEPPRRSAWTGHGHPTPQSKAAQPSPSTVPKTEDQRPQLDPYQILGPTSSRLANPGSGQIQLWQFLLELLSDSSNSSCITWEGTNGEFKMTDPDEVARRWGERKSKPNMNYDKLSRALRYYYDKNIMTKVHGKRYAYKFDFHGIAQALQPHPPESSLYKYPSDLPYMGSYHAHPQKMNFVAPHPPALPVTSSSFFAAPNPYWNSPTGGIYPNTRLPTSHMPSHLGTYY
#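 His-tagged ERG Ets domain (1 uM in the protein solution; 300mM KCl, 50mM Tris-HCl, 1mM EDTA, 1mM DTT, pH 7.5) received compound, then a probe mix of 5 nM fluorescein-DNA and 100nM Texas-615-DNA. Fluorescence polarization was read for both dyes.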
# Pol kappa inh – blocks human DNA polymerase kappa activity; Q9UBT6; purified Pol kappa, fluorescent DNA synthesis assay, 10 min; Potency, µM (titrated, usually from 107 µM), without a hit: at the highest dose activity, negative = inhibition, most hits filed as inhibitors; 0.53% of 400,000 active; AID 588579; further: potency means the concentration at half of the fitted maximal effect; on the % scale 0 is the no-effect control and ±100 the full control effect
#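 Enzyme at 10 nM met test compounds for 15 min at room temperature. Substrate addition (50 nM final) began the reaction, which was monitored by fluorescence at 0 and 10 min.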
# Anesthetic bind – candidate novel general anesthetic via apoferritin binding; P02791; apoferritin/1-aminoanthracene competitive binding, fluorescence; Potency, µM (titrated, usually from 77.5 µM), for inactives: at the highest dose activity change, negative = displacement, most hits filed as inhibitors; 0.074% of 350,000 active; AID 485281; further: potency means the concentration at half of the fitted maximal effect; on the % scale 0 is the no-effect control and ±100 the full control effect; nearly all actives have a fitted effect of over 20% in size
# Target sequence (P02791 2-175 limits assumed): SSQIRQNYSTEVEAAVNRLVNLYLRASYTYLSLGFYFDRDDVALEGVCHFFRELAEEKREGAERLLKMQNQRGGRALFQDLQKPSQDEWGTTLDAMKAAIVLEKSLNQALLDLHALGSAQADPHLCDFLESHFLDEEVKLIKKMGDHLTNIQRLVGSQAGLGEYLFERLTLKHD
#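 Read-out: endpoint 1-AMA fluorescence, excitation 380 nm and emission 535 nm, after compounds sit 10 min at room temperature with 10 uM horse-spleen apoferritin in 50% saturated 1-AMA/PBS. Values come from four-parameter Hill fits.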
# ALOX12 inh – blocks human arachidonate 12S-lipoxygenase. AID 1671190. purified 12hLO, xylenol orange hydroperoxide absorbance. Potency, µM (highest dose often 108 µM), without a hit: at the top dose activity change, negative = inhibition, usual class: inhibitors. 1.1% of 580,000 active; further: potency means the concentration at half of the fitted maximal effect; on the % scale 0 is the no-effect control and ±100 the full control effect
#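 Hydroperoxide product was detected by ferrous iron/xylenol orange as the 573 to 405 nm absorbance ratio. Arachidonic acid at 40 uM (final) was turned over for 30 min at room temperature by 150 nM human 12hLO, pH 7.0 Hepes buffer, after 15 min compound preincubation.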
# BLM helicase inh – inhibitors of human Bloom syndrome helicase BLM; Potency, µM (series often up to 56.1 µM), for the others: top-dose activity change, negative = inhibition, actives largely listed as inhibitors; 0.2% of 350,000 active; recombinant BLM DNA unwinding, fluorescence dequenching;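 further: potency means the concentration at half of the fitted maximal effect; plate controls were vehicle for no effect and no enzyme for full effect; nearly all actives have a fitted effect of over 35% in size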
# Pol beta inh – inhibitors of human DNA polymerase beta; Pol beta primer extension/strand displacement, fluorescence kinetic; Potency, µM (top dose mostly 114 µM), for inactives: top-dose activity change, negative = inhibition, actives largely listed as inhibitors; 1.3% of 340,000 active; AID 485314; further: potency means the concentration at half of the fitted maximal effect; on the % scale 0 is the no-effect control and ±100 the full control effect
#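 Pol beta (10 nM) and compounds were preincubated 15 min at room temperature, then 50 nM substrate (final) started primer extension/strand displacement. Reads were taken at 0 and 10 min; concentration-response data were fitted to a four-parameter Hill equation.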
# TRHR ag – activates the human TRH receptor; TRHR cells, calcium flux fluo-8, FDSS agonist mode; activation, % at 2 µM; 0.18% of 360,000 active; in the data active means activation above about 30%; further: 0% is about no effect
#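 In this calcium-flux screen, cells bearing human TRHR are dye-loaded with fluo-8, baselined for 10 cycles, then exposed to library compounds; positive kinetic calcium responses during the agonist phase mark hits, with TRH as control.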
# An asterisk follows results filed as active; ? = inconclusive; · = no result given; & = joins results of further samples; [ ] = another dose, or the depositor's remark. Unless noted, the call rests on the fitted dose curve; in most records, active means well fitted curve in the direction sought with a large enough effect; inconclusive means small, poorly fitted or top-dose-only effect, or another doubt; inactive means no such curve, though single readings can be large; an effect the other way counts as inactive or inconclusive.
SMILES,POLI inh,APEX1 inh,ERG-DNA inh,Pol kappa inh,Anesthetic bind,ALOX12 inh,BLM helicase inh,Pol beta inh,TRHR ag
COc1ccc(N=C2SC(CC(=O)Nc3cccc(Cl)c3)C(=O)N2Cc2ccco2)cc1 (configuration not stated),1%,-12%,-3%,-18%,1%,-5%,-8%,19%,1.2
O=C(Nn1cnnc1)c1ccc(F)cc1,-17%,13%,2%,-9%[60.1 µM],-10%,17%,0%,3%,1.4
COc1ccccc1NC(=O)COc1cccc2c1CCNC2=O,27%,-14%,-11%,0%,·,5%,·,·,0.2
CC(=O)Nc1ccc(NC(=O)C2CCN(c3c(NC(C)=O)c(C)nn3-c3ccccc3)CC2)cc1,-7%,·,2%,1%[60.1 µM],-4%,-4%,-3%,12%,-0.2
CCn1nc(C(C)C(=O)O)c2ccccc2c1=O (configuration not stated),11%,5%,1%,6%,-1%,0%,-1%,36%,0.4
Cc1ccc2oc3c(c(=O)c2c1)C(c1cccc(O)c1)N(CCCN1CCOCC1)C3=O (configuration not stated),8%,·,-7%,-4%,-6%,-17%,3%,1%,-0.2
Fc1ccc(CN2CCc3nc(N4CCN(c5ccccc5F)CC4)ncc3C2)c(F)c1,5%,·,-3%,-8%[60.1 µM],11%,-19%,1%,2%,0.9
CC(OC(=O)CCC(=O)c1cccs1)C(=O)Nc1ccc(Cl)cn1 (configuration not stated),17%,14%,·,-3%,-10%,5%,4%,54%[activator],0.8
O=C(COC(=O)CNC(=O)c1ccc(Cl)cc1)Nc1ncc(C(F)(F)F)cc1Cl,·,5%,4%,-10%,10%,-24%,0%,-11%,-0.1
Cc1nonc1OCC(C)(COc1nonc1C)NC(=O)c1ccccc1,-7%,6%,3%,-15%,-3%,-9%,4%,1%,0.3
COCCN(C(=O)COC(=O)CCc1ccccc1OC)c1c(N)n(Cc2ccccc2)c(=O)[nH]c1=O,19%,56%[activator],2%,1%,·,-30%,·,·,-1.4
CC(NC(=O)C1CCN(C(=O)[C@@H]2Cc3ccccc3CN2)CC1)c1ccccc1 (some centres not stated),-8%,-1%,-4%,-9%,-3%,-1%,-3%,14%,0.4

# Some entries already given with just Pol kappa inh.
compound | Pol kappa inh
COc1ccccc1NC(=O)COc1cccc2c1CCNC2=O | 0%
CC(=O)Nc1ccc(NC(=O)C2CCN(c3c(NC(C)=O)c(C)nn3-c3ccccc3)CC2)cc1 | 1%[60.1 µM]
CCn1nc(C(C)C(=O)O)c2ccccc2c1=O (configuration not stated) | 6%
Cc1ccc2oc3c(c(=O)c2c1)C(c1cccc(O)c1)N(CCCN1CCOCC1)C3=O (configuration not stated) | -4%
Fc1ccc(CN2CCc3nc(N4CCN(c5ccccc5F)CC4)ncc3C2)c(F)c1 | -8%[60.1 µM]
CC(OC(=O)CCC(=O)c1cccs1)C(=O)Nc1ccc(Cl)cn1 (configuration not stated) | -3%

# More structures:
SMILES,POLI inh,APEX1 inh,ERG-DNA inh,Pol kappa inh,Anesthetic bind,ALOX12 inh,BLM helicase inh,Pol beta inh,TRHR ag
CC(C)C[C@@H](CN)NC(=O)c1nc[nH]c1C(=O)N[C@@H](C)C(=O)CNC[C@H](CC(C)C)NC(=O)c1nc[nH]c1C(=O)N[C@@H](Cc1ccccc1)C(=O)O,?,·,15%,4%,·,5%,·,·,·
Cn1c(CCC(=O)Nc2ccc(F)cc2)nc2cc(S(=O)(=O)N3CCOCC3)ccc21,4%,3%,-16%,-1%,·,-6%,·,·,0.1
COc1ccc(-n2ncc(C(=O)NC3CC3)c2C2CCN(C(=O)OC(C)(C)C)CC2)cc1,25%,42%,-4%,-4%,-8%,0%,0%,-5%,0.5
Cc1ccc(Nc2ncccc2C(N)=O)cc1,-15%,3%,-5%,-6%,-4%,1%,3%,13%,-0.7
CCOc1ncccc1C(=O)OCC(=O)Nc1ccc(C)c(S(=O)(=O)N2CCOCC2)c1,14%,-12%,-3%,0%,5%,0%,0%,2%[57.1 µM],-0.6
O=C(N/N=C/c1ccc(Cl)cc1Cl)c1ccc2nc[nH]c2c1,-29%,-15%,-3%,-11%,-8%,3%,-1%,16µM*,0.0
O=C(Cc1ccc(Cl)cc1)Nc1ccc2oc(-c3ccccc3)nc2c1,20%,·,4%,10%,-7%,-8%&-2%,-8%,-1%,-0.8
COc1ccc(NS(=O)(=O)c2cccc(C(=O)NNC(=O)c3ccc(C)o3)c2)cc1,21%,6%,-2%,-5%,·,120%[activator],·,·,1.3
O=C(COc1ccccc1N1C(=O)c2ccccc2C1=O)c1ccc(Cl)cc1,1%,-4%,-4%,-16%,-6%,36%[activator],-7%,-2%,-0.4
COc1ccc(NC(=O)c2cccnc2N2CCCC2)cc1,6%[58.9 µM],-3%,1%,-4%,-6%,-8%,0%,13%,0.2
Cc1nc2ccc(NC(=O)Cc3ccccc3F)cc2s1,52%[activator],3%,22%,0%,-8%,1%,0%,-18%,-1.2
COCCCNC(=S)NNC(=O)c1ccoc1C,35%[activator],1%,-8%,-4%,1%,-1%,1%,3%[57.1 µM],0.3
CSCC[C@H](NC(=O)COc1cc2c(c3oc(=O)c(C)c(C)c13)CCC(C)(C)O2)C(=O)O,11%,14%,-12%,1%,4%,-15%,-2%,1%,-0.1
CC(=O)N1c2ccc(S(=O)(=O)N3CCC(C(=O)N4CCN(c5cc(Cl)ccc5C)CC4)CC3)cc2CC1C (configuration not stated),-2%,-18%,-5%,-7%,2%,-5%,-8%,30%,0.6
CN(C(=O)c1cccs1)C1(C)CCS(=O)(=O)C1 (configuration not stated),14%,-15%,-5%,4%,-7%,?,-5%,-5%,0.9
Brc1ccc(-c2cn3c(n2)CCc2ccc4cccnc4c2-3)cc1,0%,-9%,-4%,-2%,-5%,-10%,-1%,-24%,-0.6
O=C1Nc2ccccc2C1=Nc1ccc2[nH]c3ccccc3c2c1,13%,·,-1%,-20%,·,1%,·,·,·
CC(C(=O)N1CCOCC1)N1c2cccc3cccc(c23)S1(=O)=O (configuration not stated),19%,-7%,·,-3%,3%,8%,0%,17%,0.3
CN(C)c1cc2c(c(N(C)C)c1)C(=O)c1ccccc1C2=O,17%,-6%,7%,-15%,?,0%,-5%,-1%,1.0
C/C(CC(=O)Nc1ccc(Cl)c(C(F)(F)F)c1)=N\NC(=O)c1ccccc1O,14%,1%,·,-28%,-11%,-19%,-3%,77%,0.0
CCN1CCN(CCCNC(=O)CNC(=O)c2nn(-c3ccc(OC)cc3)c(=O)c3ccccc23)CC1,5%,32%,3%,-12%,-8%,-5%,2%,16%,0.7
O=C(C[n+]1cccc(C(=O)N/N=C/c2cccc([N+](=O)[O-])c2)c1)c1ccccc1,18%,-2%,1%,-1%,·,8%,·,·,0.5
COC(=O)C1(C)CN(S(=O)(=O)c2ccc(C)cc2)c2cc(OC)ccc2C1=O (configuration not stated),-8%,-6%,5%,-11%,-18%,19%,-8%,-28%,0.2
CCc1ccc(N(CC(=O)NC2CCCC2)C(=O)CCC(=O)Nc2cc(C)on2)cc1,59%[activator],51%,-3%,3%,0%,-9%,0%,3%,0.1
CCCCS(=O)(=O)Nc1ccc(C)cn1,?,7%,-2%,-20%,-3%,?,-21%,24%,0.4
Cc1cc(Nc2ccccc2)n(-c2ccc(C(=O)O)cc2)n1,0%,-5%,0%,-2%,0%,0%,-3%,-2%,1.3
COC(=O)C(O)(CC(=O)Nc1ccc(OC(F)(F)F)cc1)C(F)(F)F (configuration not stated),28%,7%,·,0%[60.1 µM],6%,26%,-1%,7%,0.5
COc1ccc(Cl)cc1NC(=O)CN(C)CC(=O)Nc1ccc(S(N)(=O)=O)cc1,39%[activator],19%,-4%,-8%,-6%,8%,-2%,4%,0.6
CCN(CC)CCNC(=O)c1ccc(NC(=O)CC(NC(=O)c2ccccc2Cl)c2ccccc2)cc1 (configuration not stated),19%,-22%,-3%,-10%,-4%,-21%,-2%,6%,1.3
Cc1cc(C)c(S(=O)(=O)N2CCOC2CNC(=O)C(=O)NCCCN2CCCC2=O)c(C)c1 (configuration not stated),34%[activator],11%,-16%,0%,-3%,447%[activator],0%,18%,0.5
CCSc1nnc(NC(=O)CSc2ncccn2)s1,-10%,-1%,2%,-17%,-5%,-19%,3%,16%,-0.2
CC(C)C[C@@H](NC(=O)C1CCC(CNC(=O)[C@H](Cc2ccccc2)NC(=O)OC(C)(C)C)CC1)C(=O)O (some centres not stated),-20%,14%,-5%,-18%,0%,1%,0%,4%,1.0
CC1CCCC(NC(=O)CSc2nnnn2C)C1C (configuration not stated),2%,5%,·,-3%,?,4%,-1%,0%,0.9
CCCCCc1ccc(-c2ccc(C(=O)O)cc2)nc1,-6%,12%,5%,-11%,6%,0%,-13%,-2%,0.1
O=C(NCc1ccco1)C(c1ccco1)N(C(=O)Cn1nnc2ccccc21)c1ccc2c(c1)CCC2 (configuration not stated),2%,·,0%,-8%,·,9%,·,·,·
CCc1ccc(S(=O)(=O)NCc2cn3c(C)csc3n2)s1,-1%,7%,3%,12%,-6%,33%,-2%,3%,-0.4
Cc1cc(=O)[nH]c(SCC(=O)Nc2ccc(S(N)(=O)=O)cc2)n1,40µM*,?,10%,?,-1%,-9%,-20%,?,0.8
CCCCn1c(N)c(N(CCOC)C(=O)c2cccc(OCc3ccccc3)c2)c(=O)[nH]c1=O,37%[activator],18%,9%,1%,·,-21%,·,·,0.3

# Retrieved by compound from the list above (two):
SMILES,POLI inh,APEX1 inh,ERG-DNA inh,Pol kappa inh,Anesthetic bind,ALOX12 inh,BLM helicase inh,Pol beta inh,TRHR ag
Cc1cc(=O)[nH]c(SCC(=O)Nc2ccc(S(N)(=O)=O)cc2)n1,40µM*,?,10%,?,-1%,-9%,-20%,?,0.8
CCc1ccc(S(=O)(=O)NCc2cn3c(C)csc3n2)s1,-1%,7%,3%,12%,-6%,33%,-2%,3%,-0.4

# Not all compounds are listed; the hit share may differ from the screen's.
